# COUP-TFII inh = inhibitors of human COUP-TFII (NR2F2); P24468; HEK293T NGFI-A luciferase reporter, luminescence; inhibition, % at 8.6 µM; 0.7% of 370,000 active;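 active = inhibition above a per-plate cutoff, mean inhibition of test wells between control levels plus 3 SD, cut at about 38% in these data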;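 note: cells cotransfected with COUP-TFII expression vector driving the NGFI-A reporter; 0% = median of COUP-TF2 test wells and 100% = reporter-only cells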
# Target sequence (P24468 whole entry, looked up): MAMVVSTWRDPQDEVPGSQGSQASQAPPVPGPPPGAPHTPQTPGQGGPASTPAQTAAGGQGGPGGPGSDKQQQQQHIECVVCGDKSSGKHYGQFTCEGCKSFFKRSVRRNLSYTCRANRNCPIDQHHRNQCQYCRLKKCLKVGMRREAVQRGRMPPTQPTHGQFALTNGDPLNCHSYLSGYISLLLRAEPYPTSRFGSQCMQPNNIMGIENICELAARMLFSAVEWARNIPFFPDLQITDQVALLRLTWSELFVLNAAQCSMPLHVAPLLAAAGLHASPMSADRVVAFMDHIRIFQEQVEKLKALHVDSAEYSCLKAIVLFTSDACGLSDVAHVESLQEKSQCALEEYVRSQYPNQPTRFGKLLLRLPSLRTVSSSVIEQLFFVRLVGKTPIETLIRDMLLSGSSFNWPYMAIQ
# TLR9-MyD88 inh = inhibitors of human TLR9-MyD88 binding. inhibition, % at 4.98 µM. 0.21% of 340,000 active. AID 504734. CHO BLA complementation TLR9-MyD88, CCF4 FRET ratio;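 active = inhibition above the mean over all tested compounds plus 3 SD, cut at about 21% in these data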;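 note: 0% = DMSO only wells and 100% = clavulanate BLA inhibitor control wells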
# NOD2-RIPK2 inh = NOD2-RIPK2 protein interaction inhibition; O43353; inhibition, % at 4.98 µM; CHO BLA complementation NOD2-RIPK2, CCF4 ratio; 0.38% of 360,000 active; in the data active = inhibition above about 21%;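 note: 0% = vehicle only and 100% = reference blocker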
# Target sequence (O43353 whole entry, looked up): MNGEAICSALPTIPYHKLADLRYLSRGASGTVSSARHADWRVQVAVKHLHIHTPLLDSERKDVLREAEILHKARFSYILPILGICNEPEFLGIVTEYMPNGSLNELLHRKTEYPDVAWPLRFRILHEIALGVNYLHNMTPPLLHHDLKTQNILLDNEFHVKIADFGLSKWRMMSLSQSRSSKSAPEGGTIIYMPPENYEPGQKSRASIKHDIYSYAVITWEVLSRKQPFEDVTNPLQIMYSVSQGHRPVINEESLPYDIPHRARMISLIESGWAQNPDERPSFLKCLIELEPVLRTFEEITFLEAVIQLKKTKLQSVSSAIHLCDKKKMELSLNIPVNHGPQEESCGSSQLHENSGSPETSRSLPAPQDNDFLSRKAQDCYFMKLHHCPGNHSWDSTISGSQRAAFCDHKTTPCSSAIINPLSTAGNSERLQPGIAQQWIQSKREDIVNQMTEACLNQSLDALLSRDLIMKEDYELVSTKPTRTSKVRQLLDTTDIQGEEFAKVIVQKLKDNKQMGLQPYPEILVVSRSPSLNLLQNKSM
# C8 TRAIL sens = sensitizes caspase-8 expressing cells to TRAIL | 1% of 360,000 active | inhibition (viability loss, TRAIL sensitization), % at 10 µM | NB7+C8 cells + TRAIL, ATPlite viability luminescence | AID 624354;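 active = compounds causing at least 50% loss of cell viability in the single-dose screen, relative to plate controls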
# SRC3 inh = inhibitors of human steroid receptor coactivator 3 (SRC3) | HEK293 GAL4-SRC3 luciferase reporter, luminescence | Q9Y6Q9 | 0.17% of 360,000 active | inhibition, % at 3.6 µM;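 active = inhibition above a per-campaign cutoff, the mean of all compounds plus 3 SD, cut at about 60% in these data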;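 note: 0% = DMSO-treated cells and 100% = gossypol-treated cells at 36 µM; higher means less SRC3-driven luciferase light from the GAL4 reporter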
# NCOA1 inh = inhibitors of human steroid receptor coactivator 1 (SRC1); 0.12% of 360,000 active; AID 588354; inhibition, % at 3.6 µM; Q15788; HEK293 GAL4-SRC1 luciferase reporter, luminescence;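 active = inhibition above the campaign mean plus 3 SD, with each screening campaign given its own cutoff, cut at about 60% in these data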;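 note: 0% = DMSO treated cells and 100% = gossypol at 36 µM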
# TWEAK-Fn14 inh = TWEAK-Fn14 signaling inhibition | TWEAK-stimulated Fn14 reporter cells, luciferase luminescence, 8 h | inhibition, % at 10 µM | 2% of 360,000 active; in the data active = inhibition above about 50%
# EBV LMP1 NFkB = reduces LMP1-driven NF-kappaB luciferase signal; LMP1-induced NF-kappaB luciferase reporter cells, luminescence; inhibition, % at 12.5 µM; 0.69% of 350,000 active; in the data active = inhibition above about 41%;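 note: 0% = neutral control wells and 100% = reference inhibitor control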
# NR5A2 inv ag = inverse agonists of human LRH-1 (NR5A2) | 0.13% of 360,000 active | inhibition, % at 3.6 µM | HEK293T StAR-luciferase reporter, LRH-1 transfected, 24 h | O00482;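 active = inhibition above the mean inhibition of all tested compounds plus 3 SD, cut at about 73% in these data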;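 note: 0% = DMSO wells and 100% = reporter-only cells lacking LRH-1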
# TROY NFkB inh = blocks TROY-dependent signaling in reporter cells; Q293 LMP1-TROYcd NF-kB luciferase reporter, 4 h; inhibition, % at 10 µM; 0.98% of 360,000 active;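 active = compounds whose plate-normalised and pattern-corrected inhibition of the luciferase reporter signal at the single screening dose is 50% or more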
# SRC2 inh = human SRC2 (NCOA2) inhibition | HEK293 GAL4-SRC2 luciferase reporter, luminescence | 0.17% of 370,000 active | inhibition, % at 9 µM;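 active = inhibition above the mean inhibition of all tested compounds plus 3 SD, set per campaign, cut at about 52% in these data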;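 note: 0% = DMSO treated cells and 100% = cells given Gossypol at 36 µM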
# An asterisk follows results filed as active; x = no result given.
Structure,SRC3 inh,TROY NFkB inh,EBV LMP1 NFkB,SRC2 inh,NR5A2 inv ag,NOD2-RIPK2 inh,TLR9-MyD88 inh,NCOA1 inh,C8 TRAIL sens,COUP-TFII inh,TWEAK-Fn14 inh
CCOc1ccccc1N1CCN(C(=O)c2csc(C)c2CC)CC1,-10,11,-1,3,-8,1,-5,-7,-3,-9,-3
CCC(C(=O)OCC(=O)c1c(N)n(CC(C)C)c(=O)n(C)c1=O)c1ccccc1 (stereo unspecified),11,30,21,1,0,-5,0,5,11,2,21
O=S(=O)(NCc1ccccn1)c1cccc2nsnc12,-6,-2,5,-12,-12,3,1,-1,-3,5,-8
COc1ccc(/C=N/NC(=S)Nc2ccccc2)cc1COc1ccc(F)cc1,5,-12,7,4,7,1,10,-3,-1,-11,19
CC(Oc1ccccc1F)c1ccnc2nc(/N=C/N(C)C)nn12 (stereo unspecified),7,14,7,-23,11,-3,-12,-49,3,12,-6
O=S(=O)(NCc1nc2ccccc2[nH]1)c1ccccc1,-11,17,-1,-1,-6,-9,-8,-13,-19,-15,-5
O=S(=O)(c1ccccc1)N(F)S(=O)(=O)c1ccccc1,7,-9,-4,14,-1,0,-13,-6,0,3,12
Cc1ccc(S(=O)(=O)N(C)CC(=O)NNC(=O)CCC(=O)c2ccc(F)cc2)cc1,-17,-16,1,14,-3,-5,-1,5,-6,0,12
CCOc1ccccc1N(CC)C(=O)Cn1ncc2c(=O)oc3ccccc3c21,6,-23,3,-5,-13,11,-13,-3,7,-4,16
O=C(CSc1nnc(-c2ccncc2)o1)NC1C2CC3CC(C2)CC1C3 (stereo unspecified),-24,12,-4,-13,4,1,-10,9,3,-16,25
CC(C)=CCC/C(C)=C/CNC(=O)C[C@H]1C[C@H](C(=O)N2CCCCC2)[C@@]2(C)c3[nH]c4cc(CCC(=O)N(C)C)ccc4c3CCN2C1=O,-6,-3,1,x,8,10,2,-2,2,x,23
COC(=O)[C@]1(Cc2ccccc2)N[C@H](CN(C)C(=O)COc2ccccc2)[C@@H]2C(=O)N(C)C(=O)[C@@H]21,-3,-12,0,5,-16,-1,2,3,-11,-21,14
Cc1cc(OC(C)C(=O)NCc2ccncc2)c2c(C)cc(=O)oc2c1 (stereo unspecified),3,-4,-3,-8,-13,0,-17,0,-3,6,-11
CC(C)c1ccc(NC(=O)C2C3C=CC4(O3)C2C(=O)N(CCCN2CCCCC2)C4C(=O)NC2CCCCC2)cc1 (stereo unspecified),5,-3,-4,11,1,-4,11,-6,1,-9,29
CC(=O)Nc1ccc(C(=O)CSc2nnc(Cn3nnc4ccccc43)n2C)cc1,8,-5,-3,-5,-1,-9,-2,-19,-4,-15,-6
Cc1ccc(NC(=O)COC(=O)CCc2c[nH]c(=O)[nH]2)cc1,-10,10,-6,-7,8,-6,-2,-11,9,8,-4
CSc1nnc(NC(=O)c2nc(S(=O)(=O)Cc3ccc(C)cc3)ncc2Cl)s1,15,-6,24,52,22,12,4,-26,66*,1,92*
CCC(=O)Nc1ccc(N2CCN(Cc3ccccc3)CC2)cc1,4,-1,7,1,6,6,3,-35,-2,5,18
CC(C)(C)c1ccc2oc(=O)cc(-c3cccc(-c4ccc(C(F)(F)F)cc4)c3)c2c1,-7,-12,-9,-18,-1,-3,3,1,-5,7,-1
Nc1ncnc(Oc2ccccc2F)c1[N+](=O)[O-],7,2,3,6,-13,1,-2,-7,0,-13,19
CCc1cc(=O)[nH]c(SCCc2ccccc2)n1,7,-14,1,x,-23,4,3,6,7,x,-6
O=C(Nc1cccc(-c2cccc(Cl)c2)c1)C1CCN(Cc2ccccn2)CC1,3,16,6,41,-6,-2,-8,13,10,27,4
O=C(O)CC1Sc2ccccc2NC1=O (stereo unspecified),7,3,-3,1,-26,-2,-10,-49,5,-9,-5
O=C1C2Sc3[nH]c(=O)sc3C(c3ccccc3)C2C(=O)N1c1ccc(Cl)cc1 (stereo unspecified),-3,-10,-5,-17,9,-1,-6,-2,-14,10,5
Cc1ccc(NC(=O)COc2ccccc2)c(NC(=O)c2ccccc2C)c1,14,28,0,16,-7,-1,5,-12,-8,-7,5
COC(=O)c1ccccc1NC(=O)c1ccccc1N(C)S(C)(=O)=O,-7,15,-3,-42,5,-9,-1,-31,-13,-8,-5
CCOC(=O)c1ccc(-c2ccc3c(c2)CCC3)nc1C,-107,-6,-49,-54,-119,-11,-8,-112,0,-51,16
CCn1cc(CN(C)S(=O)(=O)c2cccc([N+](=O)[O-])c2)cn1,3,6,-3,15,21,0,0,-9,-3,-14,11
COc1cc(C)nc(N(Cc2ccccc2)S(=O)(=O)c2ccccc2)n1,5,19,-1,-7,-9,2,10,-8,-3,12,10
Cc1ccc(-n2c(-c3ccncc3)nnc2-c2cccs2)cc1,-5,12,-2,3,-10,-13,-3,1,-9,-4,-8
CC1=C(C(=O)Nc2ccccc2C(=O)NC2CCC(C)CC2)SCCO1 (stereo unspecified),-28,0,-1,10,-20,-6,4,1,8,5,3
CN1C(=O)CSc2ccc(NC(=O)NCCC3=CCCCC3)cc21,14,-4,-18,-3,-16,2,11,-2,17,12,17
O=C(NC1CCSc2ccccc21)c1ccc(F)c(S(=O)(=O)N2CCOCC2)c1 (stereo unspecified),16,-21,0,0,1,-4,-4,-20,-12,5,22
Cc1cccc(C(=O)Oc2ccc(/C=N/NC(=O)c3ccc(O)cc3)cc2)c1,-9,52*,2,-33,-9,-4,-11,-3,0,3,5
Cc1cccn2cc(CNc3ccccc3)nc12,-28,20,10,-57,-88,-14,11,-43,4,-37,24
CCOc1ccccc1NC(=O)COC(=O)CN(C)S(=O)(=O)c1ccc(C)cc1,16,-15,-9,-9,1,1,12,-11,-1,0,11
C[C@H](CO)N1C[C@H](C)[C@@H](CN(C)S(=O)(=O)c2ccccc2)Oc2ccc(NC(=O)c3ccncc3)cc2C1=O,23,12,-6,-14,-7,-6,-5,-28,3,-8,1
Cn1nc(-c2ccccc2)cc1NC(=O)CCCC(=O)O,6,-6,-3,10,-1,-5,6,-4,2,-3,10
Cn1ncc(C(N)=O)c1NC(=S)NC(=O)c1ccc(Br)o1,2,-7,5,5,-7,-2,-6,-6,-1,-21,1
O=C(Nc1ccc2c(c1)OCO2)c1cnc(Cl)c(Cl)c1,-52,-63,-46,-56,-86,12,5,-138,21,-39,-12
COc1cccc(C(=O)COC(=O)C2CC(=O)N(c3ccc(Oc4ccccc4OC)cc3)C2)c1 (stereo unspecified),-18,9,-3,-2,7,-7,-3,-36,2,-9,-8
Cc1ccc(-c2nnc(NCCCO)c3ccccc23)cc1,1,-7,1,6,-16,1,-4,-2,-7,10,-5
Cc1cc(C)n(-c2nc(C)nc(NCc3ccccc3)n2)n1,-14,-13,3,-9,-3,-2,-7,-10,-5,-6,27
COc1ccc(/C(C)=N/OC/C(O)=C(\C#N)c2nc3ccccc3[nH]2)cc1,8,22,-14,-12,-16,4,7,-12,27,15,-3
CC(C)=CCc1c(O)cc2c(=O)c3ccc(O)cc3oc2c1O,-27,49,-30,-15,30,-11,3,-20,7,15,28

# 3 entries already listed, sorted by SMILES length, largest number first.
Structure,SRC3 inh,TROY NFkB inh,EBV LMP1 NFkB,SRC2 inh,NR5A2 inv ag,NOD2-RIPK2 inh,TLR9-MyD88 inh,NCOA1 inh,C8 TRAIL sens,COUP-TFII inh,TWEAK-Fn14 inh
CCOc1ccccc1NC(=O)COC(=O)CN(C)S(=O)(=O)c1ccc(C)cc1,16,-15,-9,-9,1,1,12,-11,-1,0,11
O=C(Nc1ccc2c(c1)OCO2)c1cnc(Cl)c(Cl)c1,-52,-63,-46,-56,-86,12,5,-138,21,-39,-12
Cc1cccn2cc(CNc3ccccc3)nc12,-28,20,10,-57,-88,-14,11,-43,4,-37,24

# (further entries)
Structure,SRC3 inh,TROY NFkB inh,EBV LMP1 NFkB,SRC2 inh,NR5A2 inv ag,NOD2-RIPK2 inh,TLR9-MyD88 inh,NCOA1 inh,C8 TRAIL sens,COUP-TFII inh,TWEAK-Fn14 inh
CCCCOC(=O)Nc1nnc(CCOCC)s1,4,-11,-2,-11,-5,-10,-5,-15,-13,8,12
O=C(CCC(=O)OCC(=O)c1ccc(C(F)(F)F)cc1)OCC(=O)c1ccc(C(F)(F)F)cc1,0,-10,x,12,7,-12,x,6,6,10,14
Cn1c(=O)c2c(nc(SCC(=O)N3c4ccccc4CCc4ccccc43)n2C)n(C)c1=O,12,-1,4,1,0,2,-1,3,-10,-8,16
CCn1c(=O)c(NC(=O)c2ccccc2)c2n(c1=S)CCCCC2,-4,-6,-2,-41,15,-2,3,2,2,9,-12
COc1ccc(N2CCN(C(=O)c3cccc(NC4=NC5CS(=O)(=O)CC5S4)c3)CC2)cc1 (stereo unspecified),-13,15,-7,19,-11,-18,-13,-26,0,6,9
COc1cccc(OC)c1C(=O)Nc1cccc(-n2cnnn2)c1,-4,7,-1,10,9,-7,-8,-13,-18,-13,-4
Cc1cc(NC(=O)c2ccco2)ncc1NC(=O)Cc1ccccc1,-32,-40,-19,-40,-6,-6,-8,-63,6,-37,-17
N#Cc1c(NC(=O)CSc2ncn(-c3ccccc3)n2)sc2c1CCCC2,27,9,-11,-26,1,4,0,-11,-5,16,5
CCOC(=O)c1sc(NC(=O)CSc2nncs2)c(C(=O)OCC)c1C,-2,-24,-13,4,-31,2,-2,-11,-4,-7,-4
CN(c1ccc(C(=O)N2CCN(c3ccccc3F)CC2)cc1)S(=O)(=O)c1ccccc1,12,-15,6,-7,6,-1,-12,2,19,3,16
O=C(C1CCCO1)N1CCN(Cc2c(O)ccc3ccccc23)CC1 (stereo unspecified),-1,7,1,-6,1,-3,2,-17,-7,12,16
Cc1ccc(C2=N/C(=C\N(C)C)C(=O)O2)cc1,-62,-20,-11,-73,-30,0,3,-49,1,-19,-25
CC(=O)NC(Cc1cccc(F)c1)C(=O)NC1CCN(C(=O)Nc2ccccc2)CC1 (stereo unspecified),8,2,-8,-18,-4,-6,-3,0,23,5,7
CC1(C)CC(=O)C2=C(C1)c1c(ccc3ccccc13)NC2c1ccc(Br)o1 (stereo unspecified),5,-53,15,-11,1,7,6,-22,4,-3,-21
Cc1ccc(OCC(=O)NNC(=O)Cc2ccc(S(=O)(=O)N3CCOCC3)s2)cc1,14,6,-4,6,-13,1,0,-3,-12,6,12
Cc1ccc(O)c(C(=O)CC(=O)c2cccc(F)c2)c1,-27,-52,-11,-48,-122,8,0,-75,-6,-38,-19
CCc1nc(SCC(=O)N2CCCc3ccccc32)c2oc3ccccc3c2n1,8,11,5,9,4,3,-9,-5,30,-5,27
CC1CCN(C(=O)c2ccccc2NC(=O)Nc2ccccc2)CC1,-3,-7,-6,-15,-9,-6,-3,8,-1,-17,-14
CC(C)CCOc1ccc(C(=O)NCC(c2ccco2)N(C)C)cc1 (stereo unspecified),-20,18,-7,-14,-6,-12,4,-16,14,4,11
Nc1cccc2nsnc12,-7,-20,-31,-20,10,-8,11,-4,-4,-1,4
CC1CCCN(CCCNC(=O)C2CC(=O)N(c3ccc(F)c(Cl)c3)C2)C1 (stereo unspecified),5,-1,9,10,10,-6,5,-4,-25,-2,-9

# From PubChem BioAssay

# Some of the compounds tested, so the mix of outcomes need not match the whole.
